Assay outcomes from PubChem BioAssay.
DRD3 antagonist = antagonists of human D3 dopamine receptor | max response, negative = inhibition, % | P35462 | AID 652054 | D3R cells, DiscoveRx beta-arrestin luminescence, antagonist mode; hits give low values | 360,000 tested, 2.5% active; in the data active means max response below about -50%; inconclusive means no clear call, values can overlap the other calls; further: on the % scale 0 is the no-effect control and ±100 the full control effect; mostly tested at two doses, the higher about 12 µM
Target sequence (P35462 whole entry, looked up): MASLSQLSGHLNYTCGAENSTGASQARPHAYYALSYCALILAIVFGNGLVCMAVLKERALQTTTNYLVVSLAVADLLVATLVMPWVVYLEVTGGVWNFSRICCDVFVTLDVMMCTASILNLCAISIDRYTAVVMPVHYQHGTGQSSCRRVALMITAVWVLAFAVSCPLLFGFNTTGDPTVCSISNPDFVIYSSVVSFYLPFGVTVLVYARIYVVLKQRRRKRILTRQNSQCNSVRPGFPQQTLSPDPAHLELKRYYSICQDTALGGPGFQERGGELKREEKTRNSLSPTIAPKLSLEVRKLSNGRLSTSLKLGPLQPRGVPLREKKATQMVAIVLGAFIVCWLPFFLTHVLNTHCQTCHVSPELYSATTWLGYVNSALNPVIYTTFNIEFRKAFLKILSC
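Cells expressing the human receptor were seeded at 1500 cells/well, incubated overnight at 37 degrees C in 5% CO2, then exposed to library compounds with dopamine controls for 90 minutes at 37 degrees C before luminescent detection.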
KB-3-1 cytotox = kills parental KB-3-1 adenocarcinoma cells. 400,000 tested, 1.4% active. KB-3-1 viability, CellTiter-Glo ATP luminescence, 72 h. Potency, µM (titrated, usually from 46.1 µM), for the others: at the top dose activity change, negative = cytotoxic, usual class: cytotoxic; further: potency means the concentration at half of the fitted maximal effect; on the % scale 0 is the no-effect control and ±100 the full control effect; nearly all actives have a fitted effect of over 60% in size
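Using CellTiter-Glo luminescence, growth of non-resistant KB-3-1 adenocarcinoma cells is assessed 72 h after pin-tool compound addition at 37 °C. Normalized responses across the concentration series yield fitted curves.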
IL1B secr inh = blocks inflammasome-driven IL-1 beta release; THP-1 LPS/ATP IL-1B secretion, AlphaLISA, 16 h; hits give low values; activity change, % at 57.5 µM; 360,000 tested, 4.7% active; in the data active means activity change below about -50%; inconclusive means mostly about -30% to -49%; further: on the % scale 0 is the no-effect control and ±100 the full control effect
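Secreted IL-1B measured by AlphaLISA bead assay after 16 h compound exposure of THP-1 cells; compounds (final up to 57.5 uM) added 1 h before LPS (250 ng/mL) and ATP (1.25 mM) stimulation; lower signal means less secretion.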
GLP-1R agonist = activates the human GLP-1 receptor; HEK293 GLP-1R CRE-luciferase, luminescence, 4-6 h; cells express a hypersensitive GLP-1R form; 380,000 tested, 0.007% active; Potency, µM (series often up to 45.6 µM), for inactives: top-dose activation, usual class: activators; AID 624172; further: potency means the concentration at half of the fitted maximal effect; % of control where 0% means no effect
Target sequence (P43220 whole entry, looked up): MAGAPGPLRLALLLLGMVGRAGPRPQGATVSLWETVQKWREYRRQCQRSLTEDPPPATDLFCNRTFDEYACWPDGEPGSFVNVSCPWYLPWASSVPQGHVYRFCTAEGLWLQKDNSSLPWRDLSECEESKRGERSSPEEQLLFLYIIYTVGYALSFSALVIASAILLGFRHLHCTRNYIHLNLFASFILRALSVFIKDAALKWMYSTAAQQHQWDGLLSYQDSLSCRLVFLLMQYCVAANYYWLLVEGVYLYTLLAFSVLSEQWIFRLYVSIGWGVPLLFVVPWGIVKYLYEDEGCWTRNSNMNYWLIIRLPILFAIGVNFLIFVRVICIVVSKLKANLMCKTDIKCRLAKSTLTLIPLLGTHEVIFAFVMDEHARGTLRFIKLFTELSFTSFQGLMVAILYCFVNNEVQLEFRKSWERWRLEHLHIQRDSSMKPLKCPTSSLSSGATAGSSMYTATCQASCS
SW480 rerep = inducers of DNA re-replication in SW480 colon cancer cells; SW480 DNA re-replication, Hoechst DNA content imaging, 48 h; Potency, µM (doses to about 46.1 µM), inactives show at the highest dose re-replication activation, most hits filed as activators; 340,000 tested, 1.8% active; AID 624297; further: potency means the concentration at half of the fitted maximal effect; % of control where 0% means no effect; nearly all actives have a fitted effect of over 55% in size
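SW480 cells exposed to compounds for 48 hr at 37 C, 5% CO2, then Hoechst-stained 40 min. Nuclear DNA content imaged by fluorescence scanning (405 nm excitation, 500-530 nm emission); re-replication scored as increased high-intensity nuclei.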
HT1080-NT tox = kills 2HG-producing HT-1080-NT fibrosarcoma cells. HT-1080-NT fibrosarcoma viability, CellTiter-Glo ATP luminescence, 48 h. Potency, µM (series often up to 46.1 µM), inactives show at the top dose activity, negative = less viability, most hits filed as cytotoxic. 360,000 tested, 1.6% active;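 further: NT is the 2HG producing partner of a matched IDH1 knockdown line; potency means the concentration at half of the fitted maximal effect; 0% = DMSO-treated cells and -100% = media-only wells without cells; nearly all actives have a fitted effect of over 55% in size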
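Toxicity toward the 2HG-producing NT line was scored as %Activity, normalised to DMSO and no-cell wells, from CellTiter-Glo luminescence after 48 hours' treatment.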
HT1080 IDH1KD tx = toxicity to HT-1080 IDH1 knockdown cells (counter line); HT-1080 IDH1 knockdown viability, ATP luminescence, 48 h; AID 686971; Potency, µM (titrated, usually from 46.1 µM), for inactives: at the highest dose activity, negative = toxicity, most hits filed as cytotoxic; 360,000 tested, 2% active;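 further: potency means the concentration at half of the fitted maximal effect; 0% = DMSO wells and -100% = cell-free medium wells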
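In this qHTS, HT-1080 cells depleted of IDH1 are exposed for 48 h at 37 °C to compound titrations. Toxicity is scored from CellTiter-Glo luminescence, with DMSO as full viability and medium alone as none.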
KB-V1 cytotox = kills drug-selected multidrug resistant KB-V1 cells; KB-V1 MDR cells viability, CellTiter-Glo, 72 h; Potency, µM (titrated, usually from 46.1 µM), inactives show at the top dose activity change, negative = cytotoxicity, actives largely listed as cytotoxic; 400,000 tested, 3.4% active; further: potency means the concentration at half of the fitted maximal effect; on the % scale 0 is the no-effect control and ±100 the full control effect; nearly all actives have a fitted effect of over 60% in size
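KB-V1, DMEM (no phenol red) + 10% FBS; cpd pin-transferred, titration series; 72 h, 37 degrees C; CellTiter-Glo, luminescence. Data normalized, curve-fit.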
DRD3 agonist = D3 dopamine receptor (human) agonism; P35462; D3R DiscoveRx beta-arrestin cells, luminescence, 90 min; max activation, %; 410,000 tested, 0.58% active; AID 652048; in the data active means max activation above about 30%; further: 0% is about no effect; mostly tested at two doses, the higher about 12 µM
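Agonist-mode cell screen: cells plated at 1500/well and incubated overnight at 37 °C, then exposed to library compounds for 90 min at 37 °C. Detection reagent was added for 30–60 min at room temperature, and luminescence was read.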
An asterisk follows results filed as active; ? = inconclusive; . = not tested or not shown; & = joins results of further samples; [ ] = dose if it differs, or a comment. Unless noted, the call rests on the fitted dose curve; in most records, active means well fitted curve in the direction sought with a large enough effect; inconclusive means small, poorly fitted or top-dose-only effect, or another doubt; inactive means no such curve, though single readings can be large; an effect the other way counts as inactive or inconclusive.

A first look (two entries):
SMILES	DRD3 antagonist	HT1080 IDH1KD tx	HT1080-NT tox	IL1B secr inh	SW480 rerep	DRD3 agonist	KB-V1 cytotox	KB-3-1 cytotox	GLP-1R agonist
Cc1ccc(N(CC(=O)Nc2ccc(C)cn2)S(=O)(=O)c2c(C)nn(C)c2C)cc1	-8	5%	-4%	-2	-1%	0	?	3%	3%
COC(C/C=C/C(=O)[C@H](C)OCc1ccccc1)OC	?	?	21%	-28	?	-2	?	?	-13%

Main list, from the first entry:
SMILES	DRD3 antagonist	HT1080 IDH1KD tx	HT1080-NT tox	IL1B secr inh	SW480 rerep	DRD3 agonist	KB-V1 cytotox	KB-3-1 cytotox	GLP-1R agonist
Cc1ccc(N(CC(=O)Nc2ccc(C)cn2)S(=O)(=O)c2c(C)nn(C)c2C)cc1	-8	5%	-4%	-2	-1%	0	?	3%	3%
COC(C/C=C/C(=O)[C@H](C)OCc1ccccc1)OC	?	?	21%	-28	?	-2	?	?	-13%
CCOc1cc(N2CCOCC2)c(OCC)cc1NC(=O)COC(=O)c1ccc([N+](=O)[O-])o1	3	1%	-3%	6	0%	1	?	0%	-5%
Cn1c(=O)[nH]c(NC2CCCCC2)c(N=O)c1=O	-6	12%	16%	16	-8%	-7	6%	2%	0%
C[C@H](C[C@H](O)[C@H]1OC1(C)C)C1=C2C[C@H](O)C3[C@@]4(C)CCC(=O)C(C)(C)C4CC[C@]3(C)[C@@]2(C)CC1 (stereo partly drawn)	63	?	?	-7	?	-6	3.7µM*	?	-3%
CCOc1ccc(NC(=O)COc2nsnc2N2CCCCC2)cc1	28	-10%	-20%	20	8%	-16	-30%	-20%	1%
CN1CCN(c2nc3c(c(=O)[nH]c(=O)n3C)n2CCSc2nc3ccccc3s2)CC1	-16	3%	-7%	-11	-13%	-9	-2%	17%	11%
Cc1ccc(C(=O)N/C(=C/c2ccco2)C(=O)O)cc1	-2	8%	11%	-3	-3%	6	14%	-1%	-9%
CCCC[C@@H](CNC)NC[C@H](NCCCCC1CCCCC1)C(C)C	0	?	?	?	0%	8	0%	-21%	-2%
Cn1c(=O)n(C)c2cc(/C=C3/SC(=O)N(CC(=O)N4CCOCC4)C3=O)ccc21	-5	8%	13%	7	-9%	6	-1%	9%	1%
CCCNC(=S)Nc1ccc(Br)cc1	3	7%[9.24 µM]	-1%	12	-2%	1	-24%	-9%	-9%
CCCCCc1cc(=O)oc2c(C(CCN(CC)CC)c3ccc(OC)cc3)c(OC)cc(OC)c12 (stereo not drawn)	-21	-21%	?	?	9%	-29	?	?	0%
C[C@@H]1CN(c2c(F)c(F)c3c(=O)c(C(=O)O)cn(C4CC4)c3c2F)C[C@H](C)N1	14	17%	7%	-9	-1%&-9%	5&6	?	1%	-1%&5%
CC(C)Oc1ccc(C(=O)OCC(=O)NCCNC(=O)COC(=O)c2ccc(OC(C)C)cc2)cc1	4	-1%	-12%	43	16%	1	-3%	1%	0%
CN(CCc1ccccc1)C1CCCN(S(=O)(=O)CC(F)(F)F)C1 (stereo not drawn)	-6	-1%	0%	?	0%	-15	?	-3%	2%
CN(C)CCCNc1ccc(-c2nn(C)c(=O)c3ccccc23)cc1[N+](=O)[O-]	17	13%	-2%	12	?	3	-27%	-8%	-1%
COc1ccc(OCC(=O)N2CCN(C(=O)COc3ccccc3)CC2)cc1	8	10%	0%	0	0%	0	-12%	4%	-12%
FC(F)(F)c1cccc(Oc2nc(-c3ccccc3)nnc2C(F)(F)F)c1	18	0%	-3%	?	-2%	5	18%	9%	-4%
CCC1(C(=O)OC)CCc2c(cc(OC)c3ccccc23)C1=O (stereo not drawn)	-17	-2%	9%	-20	6%	-3	-2%	7%	27%
CC(=O)NCC(=O)N1CCCC(C(=O)c2ccc(Oc3ccccc3)cc2)C1 (stereo not drawn)	9	-18%	1%	-17	-63%[inhibitor]	11	4%	11%	3%
CSc1nnc(-c2ccco2)c(-c2ccco2)n1	?	6%	3%	-14	-3%	1	-6%	3%	9%
O=C(NCc1ccc(F)cc1)c1cc(C2CCCCN2C(=O)CCCc2ccccc2)on1 (stereo not drawn)	0	0%	4%	?	.	2	1%	0%	4%
O=c1[nH]c(CSc2nc3ccccc3o2)nc2c1cnn2-c1ccccc1	42	-33%	?	26	-1%	6	-3%	-4%	-8%
COc1ccc(CCn2nnnc2C(c2ccccc2)N2CCN(C)CC2)cc1OC (stereo not drawn)	-16	15%	1%	-2	-1%	-14	18%	-1%	4%
C=CCOc1c(Br)cc(/C=N/Nc2ccc(C(=O)O)cc2)cc1OCC	-22	-25%	-20%	17	2%	-2	0%	1%	-5%
O=S(=O)(c1ccc(F)cc1)N1CCCC(c2nc(-c3ccc(F)cc3)no2)C1 (stereo not drawn)	-8	10%	7%	-9	-2%	14	-15%	0%	-3%
CCc1ccc(N2C(=O)C3C(C2=O)N2CCCN2C3c2ccccc2)cc1 (stereo not drawn)	-14	9%	0%	19	-1%	-13	5%	-2%	-3%
C[C@@H](CN1C(=O)C(=O)NC[C@@H]1Cc1ccc(O)cc1)NC(=O)Cc1ccccc1	-23	15%	14%	18	-7%	14	-3%	18%	-4%
CCc1noc(C)c1C(=O)N(CC)CC(=O)NCc1ccc(F)cc1	-9	4%	10%	2	.	-2	-6%	0%	-4%
CCC1=CC(c2ccccc2)n2ncnc2N1 (stereo not drawn)	2	0%	11%	15	?	-11	?	1%	-11%
CCOC(=O)Cn1c(=O)oc2cc(S(=O)(=O)NCCC(C)C)ccc21	-15	-3%	-5%	23	-2%	2	13%	-15%	3%
CC(C)N1C(=O)NC2NC(=O)N(C(C)C)C21 (stereo not drawn)	0	1%	11%	55	.	-6	3%	0%	-5%
CCc1ccc(C(=O)C(C)OC(=O)c2cccc(S(=O)(=O)N3CCOCC3)c2)cc1 (stereo not drawn)	2	-15%	-4%	8	-9%	-3	6%	0%	28%
O=C(c1ccc(COc2ccc(Cl)cc2)cc1)N1CCCCC1	13	-9%	-7%	-63*	?	-4	-23%	-30%	21%
N/C(=N\O)c1ccccc1N1CCCCC1	-12	8%	10%	3	-4%	-5	-33%	-16%	-2%
CC1CCC/C(=N/NC(=O)c2ccccc2-n2cccc2)C1 (stereo not drawn)	-7	?	12%	0	10%	2	3%	2%	-3%
O=C(CCc1ccccc1)N=C1SC2CS(=O)(=O)CC2N1c1ccc(F)cc1 (stereo not drawn)	-12	-10%	-6%	-1	?	-5	1%	0%	-4%
Cc1noc(C)c1COC(=O)c1cccc(S(=O)(=O)N2c3ccccc3CC2C)c1 (stereo not drawn)	-29	?	-20%	0	?	-3	?	?	3%
COc1ccc(S(N)(=O)=O)cc1C(=O)OCCCC(=O)c1ccccc1	6	1%	1%	44	?	10	-4%	6%	8%
CCCC(=O)C1=C(N2CCCCC2)CC(C)(C)C(C(=O)OC)C1=O (stereo not drawn)	12	5%	-2%	52	24%	3	-2%	-1%	-4%
CC[C@H](C)[C@H]1CNC(=S)N1CC1CCN(CCC(C)(C)C)CC1	-1	2%	5%	12	-7%	-43	14%	19%	15%
C/C(=N\NC(=O)Cc1cccn1C)c1cccc2ccccc12	-7	-6%	-2%	-7	3%	-5	-4%	0%	0%
COc1cccc(CNC(=O)C2CCN(Cc3cnn(-c4ccccc4)c3-n3cccc3)CC2)c1	0	-8%	-2%	?	23%	-11	0%	3%	-1%
CCOc1ccc(-c2cnc(NCc3cccc4ccccc34)n2CCOC)cc1	-9	?	?	-95*	?	-18	?	?	1%
Cc1cc(C(=O)N2CCc3ccccc32)ccc1[N+](=O)[O-]	?	-1%	-2%	13	.	-3	-17%	2%	15%
O=C(NCc1cccnc1)c1cn(CCc2ccccc2)nn1	12	16%	17%	14	-3%	1	16%	12%	-4%
COc1cccc(N2CCN(C(=S)Nc3cc(C)cc(C)c3)CC2)c1	-8	-7%	-6%	8	?	-7	?	-8%	-1%
CC(CN1CCOCC1)OC(=O)C(c1ccccc1)c1ccccc1 (stereo not drawn)	1	16%	15%	19	1%	2	1%	10%	-2%
COc1ccc(N(CC(=O)Nc2cccc(C)c2)S(=O)(=O)c2ccc(C)cc2)cc1OC	-1	-3%	-12%	9	-3%	-6	3%	-1%	2%
O=C(NC(=S)N1CCc2ccccc21)c1ccccc1Cl	?	-9%	-19%	-14	-6%	-2	-23%	-4%	0%
NC(=O)NC(=O)CN1C(=O)NC(c2ccccc2)(c2ccccc2)C1=O	12	0%	3%	-5	-11%	1	22%	11%	4%
C[C@H](CO)N1C[C@H](C)[C@@H](CN(C)Cc2ccc(Cl)c(Cl)c2)Oc2c(NS(=O)(=O)c3cccs3)cccc2C1=O	5	-1%	3%	?	0%	3	12%	3%	6%

Compounds were not picked by outcome; any-hit rate near 12%.
